Screens from PubChem.
RORgamma inh: qHTS for inhibitors of ROR gamma transcriptional activity; Nuclear receptor ROR-gamma (Mus musculus), P51450; Drosophila S2 Gal4-RORgamma UAS-luciferase reporter, 20 h; Potency, µM (doses to about 53.6 µM), for inactives: at the top dose activity change, negative = inhibition, actives largely listed as inhibitors; 310,000 tested, 5.4% active; AID 2551, 2010; also: % is scaled to controls: 0 for no effect and ±100 for the full control effect; nearly all actives have a fitted effect of over 60% in size
Target sequence (P51450 whole entry, looked up, the tested form may be a part): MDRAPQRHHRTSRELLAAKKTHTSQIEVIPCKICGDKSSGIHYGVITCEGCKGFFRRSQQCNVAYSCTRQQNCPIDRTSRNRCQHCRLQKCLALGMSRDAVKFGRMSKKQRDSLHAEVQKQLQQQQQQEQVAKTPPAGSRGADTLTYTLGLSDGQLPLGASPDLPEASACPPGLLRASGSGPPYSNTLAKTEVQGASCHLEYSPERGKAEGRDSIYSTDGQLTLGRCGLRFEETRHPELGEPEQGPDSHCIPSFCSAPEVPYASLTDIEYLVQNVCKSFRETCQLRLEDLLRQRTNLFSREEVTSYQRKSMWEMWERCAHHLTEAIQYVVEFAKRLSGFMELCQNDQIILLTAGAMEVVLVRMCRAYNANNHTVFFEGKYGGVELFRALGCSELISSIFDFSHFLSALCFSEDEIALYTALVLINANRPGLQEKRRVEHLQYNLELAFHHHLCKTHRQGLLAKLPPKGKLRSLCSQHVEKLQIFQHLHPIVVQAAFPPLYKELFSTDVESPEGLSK
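Luciferase reporter read in Schneider cells carrying Gal4-RORγ (mouse) and UAS-Photinus luciferase; cells given compound 1 h before 700 uM copper sulfate induction, then incubated 20 h at ambient temperature.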
BRCA1 expr up: qHTS Assay to Identify Small Molecule Activators of BRCA1 Expression; MCF7-BRCA1-FFLuc reporter, luminescence, 48 h; response scale: scaled: vehicle 0%, 10 µM genistein 100%; Potency, µM (doses to about 46.1 µM), without a hit: top-dose activation, most hits filed as activators; 380,000 tested, 1.1% active; AID 624202, 2012; also: nearly all actives have a fitted effect of over 80% in size; some results filed as inactive show a strong effect at the top dose
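First, MCF7-BRCA1-FFLuc cells (2000/well) attach for 2 h; next, compounds are pin-added and incubated 48 h at 37 °C; finally, luciferase reagent is added and luminescence read after 15 min.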
FLuc counter: qHTS profiling assay for firefly luciferase inhibitor/activator using purifed enzyme and Km concentrations of substrates (counterscreen for miR-21 project). Luciferin 4-monooxygenase (Photinus pyralis), P08659. 360,000 tested, 6.9% active. purified FLuc, Km substrates, luminescence inhibition. Potency, µM (titrated, usually from 57.5 µM), for inactives: at the top dose activity change, negative = inhibition, actives largely listed as inhibitors;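 also: plate controls were vehicle for no effect and reference inhibitor for full effect; nearly all actives have a fitted effect of over 55% in size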
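Purified P. pyralis luciferase (10nM final) with 10uM D-luciferin and 10uM ATP (Km levels) in 50mM Tris acetate pH 7.5, 10mM Mg acetate, 0.01% Tween-20, 0.05% BSA; qHTS 6-point titration, ~60 µM downward; luminescence read.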
NPC1 promoter act: qHTS Assay for NPC1 Promoter Activators | AID 485313, 2010 | 320,000 tested, 2.4% active | Potency, µM (titrated, usually from 9.22 µM), for inactives: at the top dose activation, usual class: activators | Huh7 NPC1 promoter luciferase reporter, 24 h;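 also: % of control where 0% means no effect; nearly all actives have a fitted effect of over 60% in size; reporter is driven by a mutant NPC1 promoter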
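Cells: Huh7 expressing luciferase under the NPC1 promoter, 1500/well. Seeded 2 h, compound added, incubated 24 h at 37 °C. Luciferase reagent, 10 min ambient, then luminescence.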
ELG1 genotox: qHTS screen for small molecules that induce genotoxicity in human embryonic kidney (HEK293T) cells expressing luciferase-tagged ELG1. HEK293T ELG1-luciferase reporter, luminescence, 16 h. Potency, µM (top dose mostly 46 µM), for the others: at the top dose activity change, positive = activation, most hits filed as activators. 330,000 tested, 1.3% active; also: % of control where 0% means no effect; nearly all actives have a fitted effect of over 60% in size
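Reporter readout depends on ELG1 protein level, which increases with genetic stress. After 16 hr compound exposure at 37 °C, luciferase activity was quantified using ONE-Glo.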
uPA surface inh: qHTS for Inhibitors of Cell Surface uPA Generation | 330,000 tested, 0.31% active | cell surface uPA generation assay, qHTS | AID 540303, 2011 | Potency, µM (highest dose often 38.3 µM), for inactives: at the top dose activity change, negative = inhibition, usual class: inhibitors; active = well fitted inhibition curve with a large enough effect; inconclusive = small, poorly fitted or top-dose-only effect; inactive = no such curve, though single readings can be large or run the other way; tested in mouse RAW 264.7 cells; also: % is scaled to controls: 0 for no effect and ±100 for the full control effect; nearly all actives have a fitted effect of over 55% in size
MBNL1 CUG block: qHTS Assay for Inhibitors of MBNL1-poly(CUG) RNA binding. Muscleblind-like protein 1 (Homo sapiens), Q9NR56. TR-FRET MBNL1-His/biotin-(CUG)12 binding, 665/545 ratio. Potency, µM (top dose mostly 57.5 µM), for inactives: at the top dose activity change, negative = inhibition, actives largely listed as inhibitors. 280,000 tested, 0.036% active. AID 2675, 2010; active = well fitted inhibition curve with a large enough effect in the signal ratio, with a control signal flat, not every such curve was filed as active; inconclusive = small, poorly fitted or top-dose-only effect, or effect the other way, or a change in a side signal; inactive = no such curve, though single readings can be large or run the other way; the % refers to the signal ratio; also: % is scaled to controls: 0 for no effect and ±100 for the full control effect
Target sequence (Q9NR56 whole entry, looked up): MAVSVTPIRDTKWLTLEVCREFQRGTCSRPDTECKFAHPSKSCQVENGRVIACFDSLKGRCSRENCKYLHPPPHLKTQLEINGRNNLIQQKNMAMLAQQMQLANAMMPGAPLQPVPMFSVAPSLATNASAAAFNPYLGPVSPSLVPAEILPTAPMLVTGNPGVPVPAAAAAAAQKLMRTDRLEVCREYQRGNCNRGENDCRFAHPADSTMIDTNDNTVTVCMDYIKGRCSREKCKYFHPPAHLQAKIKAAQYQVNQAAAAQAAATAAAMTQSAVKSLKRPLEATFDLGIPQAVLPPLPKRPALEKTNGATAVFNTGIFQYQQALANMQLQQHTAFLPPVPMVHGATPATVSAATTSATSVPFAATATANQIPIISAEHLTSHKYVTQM
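Compound titration spanned 92 nM–58 uM against the MBNL1-His/biotin-(CUG)12 complex. After 60 min at room temperature with 5 nM streptavidin-XL665 and 0.055 ng/ul terbium anti-His, ratiometric 665/545 nm emission (Ex 340 nm) normalized to controls.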
VP16 counter: VP16 counterscreen qHTS for inhibitors of ROR gamma transcriptional activity. AID 2546, 2010. Potency, µM (top dose mostly 53.6 µM), for inactives: at the top dose activity, negative = inhibition, actives largely listed as inhibitors. Drosophila S2 Gal4-VP16 UAS-luciferase, luminescence, 20 h. 310,000 tested, 3.5% active;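 also: Gal4-VP16 expression switched on by copper sulfate through the metallothionein promoter; % is scaled to controls: 0 for no effect and ±100 for the full control effect; nearly all actives have a fitted effect of over 50% in size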
Rab9 prom act: qHTS Assay for Rab9 Promoter Activators. Huh7 Rab9 promoter-luciferase reporter, luminescence, 24 h. Potency, µM (series often up to 9.22 µM), without a hit: top-dose activation, negative = inhibition, most hits filed as activators. 320,000 tested, 2.8% active. AID 485297, 2010; also: % of control where 0% means no effect; nearly all actives have a fitted effect of over 60% in size
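Rab9 promoter-driven luciferase in stably transfected Huh7 cells; 1500 cells/well rested 2 h, exposed to compound in DMSO for 24 h at 37 °C, 5% CO2. Luminescence read 10 min after adding luciferase reagent at ambient temperature.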
p53 reactivator: qHTS assay for re-activators of p53 using a Luc reporter; H1299 p53-A138V BP100-luciferase reporter, luminescence, 24 h; Potency, µM (doses to about 92.2 µM), without a hit: at the top dose activity change, positive = activation, actives largely listed as activators; 320,000 tested, 0.063% active; AID 504706, 2011; also: % of control where 0% means no effect; nearly all actives have a fitted effect of over 45% in size
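H1299 (p53-null), stable ts p53-A138V + BP100-Luc; 1000 cells/well, Opti-MEM/10% FBS; cpd 4 pt, 1:5; 24 h, 37 deg C, 5% CO2; detection reagent 10 min RT; luminescence.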
MLL CXXC-DNA inh: qHTS Fluorescence Polarization Assay for Inhibitors of MLL CXXC domain - DNA interaction; MLL-CXXC / FITC-HOXA9 DNA fluorescence polarization; 290,000 tested, 0.037% active; Potency, µM (doses to about 115 µM), for inactives: at the top dose activity change, negative = inhibition, hits mostly inhibitors; Histone-lysine N-methyltransferase 2A (Homo sapiens), Q03164; active = well fitted inhibition curve with a large enough effect in the polarisation, with a control signal flat, not every such curve was filed as active; inconclusive = small, poorly fitted or top-dose-only effect, or effect the other way, or a change in a side signal; inactive = no such curve, though single readings can be large or run the other way; the % refers to the polarisation
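Purified MLL-CXXC (added from a 7 uM solution) was preincubated 5 min at ambient with pinned compounds in 50 mM Tris-HCl pH 7.5, 50 mM NaCl, 1 mM DTT, 0.05% BSA. Fluorescein-labeled HOX-A9 DNA (50 nM solution) followed, 30 min, then polarization read.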
Numbers without * were called inactive; u = inconclusive; x = not tested or not shown; & = joins results of further samples; [ ] = another dose, or the depositor's remark. Unless noted, calls follow the shape of the dose curve; as a rule, active = well fitted curve in the direction sought with a large enough effect; inconclusive = small, poorly fitted or top-dose-only effect, or another doubt; inactive = no such curve, though single readings can be large; an effect the other way counts as inactive or inconclusive. Potency is read from the fitted curve at half-maximal effect. Some of the compounds tested, so the mix of outcomes need not match the whole.

SMILES	RORgamma inh	BRCA1 expr up	FLuc counter	NPC1 promoter act	ELG1 genotox	uPA surface inh	MBNL1 CUG block	VP16 counter	Rab9 prom act	p53 reactivator	MLL CXXC-DNA inh
Cc1c2cnn(-c3ccccc3)c(=O)c2c(C)n1CCCC(=O)N1CCN(C)CC1	6%	-11%	-2%	4%	-5%	4%	4%	3%	2%	4%	-3%
CCC[n+]1c(C)sc2c3c(ccc21)CCCC3	-6%	-87%[inhibitor]	-1%	-3%	-11%	-4%	3%	-12%	-7%	14%	-5%
O=[N+]([O-])c1cc2c(cc1/C=N/n1cnnc1)OCO2	0%	-17%	-2%	3%	-1%	-15%	u	-10%	-2%	-1%	11%
COc1ccccc1NC(=O)C1=C(C)Nc2nnnn2C1c1ccccc1OC (configuration not stated)	0%	-34%	-2%	-4%	2%	4%	-2%	0%	-1%	-11%	-2%
Cc1ccc(-c2ccc(CCC(=O)O)n2-c2ccc(O)cc2)cc1	-17%	-2%	-4%	-5%	-1%	0%	7%	0%	0%	6%	-17%
CC/C(=N/NC(=O)c1ccc(Br)o1)c1ccc(Cl)cc1	-20%	-7%	-11%	-1%	3%	-2%	7%	8%	-1%	7%	4%
COCCNC(=O)C(=O)NCC1OCCN1C(=O)c1ccc(Cl)cc1 (configuration not stated)	-40%	-2%	3%	-3%	1%	-3%	-8%	2%	-6%	6%	20%
CC(=O)Nc1ccc(S(=O)(=O)Nc2cccc(N(C)S(C)(=O)=O)c2)cc1	u	-3%	2%	x	x	5%	-15%	u	x	x	-6%
O=S(=O)(NC1=NCCCCC1)c1ccc(Cl)cc1Cl	x	-4%	2%	1%	2%	3%	x	x	-6%	4%	x
Cn1c(=O)[nH]c(=O)c2c1nc(N(CCO)Cc1ccccc1)n2CCCc1ccccc1	18%	-38%	1%	-4%	10%	-9%	12%	9%	2%	-5%	3%
CCOc1ccc2nc(NC(=O)Cn3[nH]c(=O)c4ccccc4c3=O)sc2c1	u	u	15µM*	u	u	-8%	x	-3%	u	10%	41%[activator]
CC(=O)c1cccc(NC(=S)NC(=O)C(C)C)c1	13µM*	-5%	4%	0%	0%	1%	5%	-1%	-1%	13%	0%
C=C(C)CNC(=S)N/N=C/c1c(F)cccc1F	1.8µM*	7%	-11%	11%	0%	-1%	-2%	6.3µM*	13%	0%	2%
CCOC(=O)c1c(CN2CCC(C)CC2)n(C)c2cc(Br)c(OC)cc12	-4%	6%	-1%	-4%	-6%	4%	22%	0%	0%	-3%	5%
CC(=O)/C=C\c1cn(-c2ncc(C(F)(F)F)cc2Cl)c2ccccc12	25%	-66%	-5%	-3%	-9%	-14%	1%	-3%	-1%	-2%	-11%
O=C(c1ccncc1)N1CCN(C(=O)c2cccc3ccccc23)CC1	-2%	-3%	3%	1%	-3%	4%	-4%	-4%	10%	20%	8%
Cc1cc(/C=C2\C(=N)N3C(SCc4ccccc4)=NSC3=NC2=O)c(C)n1Cc1ccccc1	10%	-1%	21µM*	-1%	0%	x	-1%	0%	-1%	1%	0%
CCOc1cc(NC(=S)NCCCN2CCOCC2)c(OCC)cc1NC(=O)c1ccccc1	-7%	-10%	1%	-8%	5%	3%	-6%	3%	-10%	-4%	9%
COc1ccc2c(Cl)c(C(=O)NCCc3ccc(S(N)(=O)=O)cc3)sc2c1	u	-6%	1%	-6%	2%	0%	30%[activator]	-14%	8%	x	21%
O=C(Cn1c(C(F)(F)F)nc2ccccc21)Nc1ccccc1C(=O)O	-1%	-2%	u	-1%	-4%	1%	-10%	9%	-6%	-1%	2%
Cc1ccc(S(=O)(=O)N/N=C/c2cc([N+](=O)[O-])ccc2O)cc1[N+](=O)[O-]	-12%	-9%	13µM*	-3%	10%	-2%	u	-21%	2%	3%	-1%
CCOC(=O)COc1ccc(/C=C2\NC(=S)N(CC)C2=O)cc1	-25%	-60%	-3%	-2%	2%	-1%	29%	u	0%	-4%	-4%
CCOC(=O)N1CCN(C(=O)c2ccc3nc4ccsc4c(=O)n3c2)CC1	-25%	3%	0%	-1%	-2%	-4%	u	-3%	-5%	-2%	6%
COC(=O)CSc1nc2ncccc2[nH]1	-27%	2%	-2%	1%	1%	x	-1%	3%	-7%	1%	u
Cc1cc(S(=O)(=O)NCc2cccnc2)ccc1F	23%	-16%	1%	2%	-1%	2%	-5%	-7%	1%	6%	-4%
COc1ccc(C(=O)Cn2c(Cl)nc3c2c(=O)n(C)c(=O)n3C)cc1	16%	0%	-1%	0%	3%	3%	0%	-10%	-9%	-2%	-26%
O=C(c1cccc(S(=O)(=O)N2CCOCC2)c1)N1CCN(S(=O)(=O)c2cccc([N+](=O)[O-])c2)CC1	x	4%	0%	-2%	1%	-1%	x	x	17%	5%	x
CC1CC(C)CN(C(=O)Cn2c(=O)n(CCCC(=O)NCc3ccco3)c(=O)c3sccc32)C1 (configuration not stated)	-1%	12%	1%	-3%	-1%	-4%	-6%	5%	0%	0%	-13%
COc1ccc(NC(=O)C(C)N=C2NS(=O)(=O)c3ccccc32)cc1S(N)(=O)=O (configuration not stated)	x	0%	4%	-2%	2%	-29%	x	x	-3%	4%	x
CCOCC(=O)Nc1cc(C(=O)NCCc2ccccc2)ccc1Cl	-30%	89%	-15%	1µM*	u	-4%	-7%	-17%	2µM*	3%	-4%
Cc1ccc(N(C)C2=NC(=O)CS2)cc1Cl	0%	12%	-5%	2%	1%	-1%	-9%	-9%	3%	1%	-8%
O=C(Cc1ccccc1)c1c[nH]c(C(=O)NCCCN2CCOCC2)c1	11%	4%	-2%	1%	5%	1%	-2%	1%	-6%	0%	12%
Cc1c(Br)c([N+](=O)[O-])nn1C(C)C(=O)Nc1ccc2c(c1)OCO2 (configuration not stated)	10%	1%	1%	-6%	0%	2%	17%	-3%	-5%	5%	-6%
CC1=C(C(=O)Nc2ccc(C(=O)NC(C)c3ccccc3)cc2)SCCO1 (configuration not stated)	30%	-5%	-9%	-5%	0%	8%	2%	9%	0%	x	0%
Cc1ccc(C(=O)NCCN2CCCC2)cc1	-5%	-7%	5%	-2%	-1%	1%	-8%	5%	2%	6%	3%
Cc1cccc(C(=O)O/N=C(/c2ccccc2)c2ccncc2)c1	-24%	4%	u	-2%	-2%	4%	-7%	8%	-3%	-3%	14%
COc1ccc(-n2c(SCC(=O)N3CCCC3)nc3ccccc3c2=O)cc1	0%	x	-2%	-6%	2%	x	0%	-1%	0%	0%	3%
C/C(N)=C(/C#N)C(=O)COC(=O)c1ccccc1Oc1ccccc1	30%	-22%	0%	-6%	2%	4%	x	3%	1%	3%	2%
COc1cc(OC)c(C(=O)OCC(=O)NC2CCCC2)cc1OC	-2%	2%	-1%	-6%	0%	3%	0%	-1%	-3%	3%	1%
COC(=O)[C@@]1(Cc2ccc(F)cc2)[C@@H]2[C@@H](CC(=O)[C@H]2CC(=O)C(=O)N(C)C)CN1C(=O)c1ccccc1	u	-5%	-24%	-3%	1%	u	22%	-9%&5%	-5%	2%	8%
O=C1[C@H]2[C@@H](c3ccc(F)cc3)N3C(=O)N(c4ccc(C(F)(F)F)cc4)C(=O)[C@@]3(Cc3ccccc3)[C@H]2C(=O)N1C1CCCCC1	x	-11%	1%	-3%	-14%	14%	x	x	-2%	6%	x
CN(C)CC(O)CN1C(=O)NC(C)(C)C1=O (configuration not stated)	-14%	-8%	1%	-2%	-1%	2%	-1%	0%	1%	2%	-1%
COC(=O)Nc1nc(-c2ccccc2)c(C(=O)c2ccc(Cl)cc2)s1	0%	-71%	-1%	-12%	u	-10%	9%	8%	-19%	7%	3%
O=c1c([N+](=O)[O-])c(N2CCCCC2)c2ccccc2n1-c1ccccc1	6%	1%	-1%	-1%	12%	-2%	-3%	1%	-2%	0%	-8%
CCCOc1ccc(C2Nc3cccc4cccc(c34)N2)cc1	-28%	-20%	11µM*	20%	4%	1%	-2%	-18%	4%	11%	10%
